Growth percent in the NCI-60 one-dose screen (48 h, 10 µM unless noted): 100 = growth as untreated, 0 = no growth, -100 = all killed.
UO-31 = UO-31 renal cancer | hit rate 5.2% among 81,000
786-0 = 786-0 renal cancer cells. AID 1794775. hit rate 5.1% among 81,000
SK-OV-3 = SK-OV-3 ovarian cancer cells | hit rate 3.2% among 80,000 | AID 1794785
ACHN = ACHN renal cancer; hit rate 4.9% among 81,000
IGROV1 = IGROV1 ovarian cancer | hit rate 4.7% among 79,000 | AID 1794786
TK-10 = TK-10 renal cancer cells; hit rate 3.9% among 81,000
RXF 393 = RXF 393 renal cancer cells | hit rate 6.9% among 77,000
SN12C = SN12C renal cancer cells. hit rate 3.8% among 81,000. AID 1794767
An asterisk follows results filed as active; / = no result given; [ ] = remark or other dose. Rule for the calls: active = growth percent below 10; inactive = the rest.

SMILES	UO-31	786-0	SK-OV-3	ACHN	IGROV1	TK-10	RXF 393	SN12C
CCOC(=O)N1CCc2c(sc3nc(-c4ccccc4)nc(OCc4cn(C5OC(COC(C)=O)[C@H](OC(C)=O)[C@H](OC(C)=O)[C@@H]5OC(C)=O)nn4)c23)C1 (some centres undefined)	49	84	84	88	50	70	75	83
Nc1ncc(Cl)cc1[N+](=O)[O-]	78	100	120	103	101	103	107	94
CCC(CC)(CO)CO	85	101	96	102	106	104	103	106
COc1cc2c3c(c1O)-c1cc4c(cc1CC3OCC2)OCO4 (centres undefined)	82	109	101	100	116	121	93	91
CCOC(=O)n1ncc2c(Nc3ccc(NC(C)=O)cc3)ncnc21	109	96	99	99	105	/	104	109
NNc1nnc(NN)c2ccccc12	86	102	109	99	96	129	111	101
Cc1cccc(C)c1-c1cc(Cc2ccc(Cl)cc2)c(=O)[nH]n1	52	104	103	112	78	114	/	90
COC(=O)C(=O)C(C(=O)Nc1cccc(C)c1C)C1Sc2ccccc2NC1=O (centres undefined)	60	98	85	101	86	109	99	99
CC(C)Sc1ncnc2[nH]ncc12	83	97	104	98	115	96	99	102
CC(=O)c1cc2c(cc1F)C(C)(C)CCC2(C)C	80	103	105	92	101	109	113	99
c1ccc(C(c2ccccc2)[n+]2ccccc2)cc1	80	106	97	106	86	101	102	100
CC(=O)Nc1ccc(S(C)(=O)=O)cc1	107	121	101	114	123	106	117	107
CC(=O)c1sc(Nc2cccnc2)nc1C	98	105	104	114	100	99	113	97
CC(=O)Oc1ccccc1C(=O)N(Cc1ccc2c(Cl)cc(Cl)c(O)c2n1)c1ccccc1	30	59	65	34	43	81	61	47
CN(C)c1cccc2c(S(=O)(=O)Nc3ccc4nc(N)oc4c3)cccc12	60[2.15 µM]	94[2.15 µM]	82[2.15 µM]	83[2.15 µM]	83[2.15 µM]	105[2.15 µM]	99[2.15 µM]	76[2.15 µM]
C=C(C)[C@@H]1CC[C@]2(C(=O)Nc3cccnc3)CC[C@]3(C)[C@H](CC[C@@H]4[C@@](C)(CCC#N)[C@H](C(=C)C)CC[C@]43C)[C@@H]12	58	90	103	80	74	105	81	81
CC12CC(=O)C3C(CCC4CC(O)CCC43C)C1CCC/C2=C/CO (centres undefined)	91	101	103	91	96	81	108	96
CCOC(=O)CC1CSC(N/N=C/c2ccccc2F)=N1 (centres undefined)	97	97	95	97	109	85	106	113
O=C1NN(C(=O)c2ccc(Cl)cc2)C(c2ccccc2)=N/C1=C\c1cn(-c2ccccc2)nc1-c1ccccc1	91	91	102	99	95	102	90	93
COc1ccc(Cc2nn(CC(=O)N/N=C/c3ccco3)c(=O)c3c(C)noc23)cc1	84	97	104	101	102	91	89	97
C=CN(c1ccccc1)c1nc(=O)[nH]c(=O)[nH]1	92	103	104	105	109	103	130	102
CN(C)CCN1C(=O)NC(c2ccccc2)(c2ccccc2)C1=O	79	105	100	106	107	103	101	109
O=C(CSc1nc2ccc([N+](=O)[O-])cc2[nH]1)Nc1cccc(C(F)(F)F)c1	8.4*	24	27	16	41	25	45	9.4*
CCN(CC)CCCCNc1c2ccc(Cl)cc2nc2ccc(OC)cc12	-15*	-17*	7.9*	-57*	3.7*	15	-61*	4.6*
O=C(O)c1ccc(Cl)c([N+](=O)[O-])c1	71	105	99	117	105	102	104	100

Other compounds:
SMILES	UO-31	786-0	SK-OV-3	ACHN	IGROV1	TK-10	RXF 393	SN12C
Clc1ccc(-c2noc(CSc3nc4ccccc4s3)n2)cc1	75	101	94	92	88	134	111	98
CN(C)S(=O)(=O)c1ccc(-c2nc(C(Cl)Cl)nc3cc(-c4ccc(F)cc4)nn23)cc1	44	73	0.2*	5.3*	0.6*	30	-19*	24
CCC(C)C(=O)Nc1nc(-c2ccc(S(=O)(=O)N(CC)CC)cc2)cs1 (centres undefined)	79	62	105	86	90	95	86	81
NS(=O)(=O)c1ccc(NC(=O)N2CCN(c3ccc(Cl)cc3)CC2)cc1	87	98	99	96	107	112	94	99
CCN(C(=O)C(c1ccccc1)C(C(=O)N(CC)c1ccccc1)c1ccccc1)c1ccccc1 (centres undefined)	95	102	115	115	/	98	109	107
Cc1oc(-c2ccc(Cl)cc2Cl)cc1C(=O)Nc1nccs1	82	91	90	62	82	103	88	78
C/C(=N\NC(=O)C(C)SC(C)C(=O)N/N=C(\C)c1cccnc1)c1cccnc1 (centres undefined)	81	115	109	106	102	106	130	106
CC(c1ccccc1)(c1ccccc1)C(O)c1ccccc1 (centres undefined)	62	95	87	100	81	87	92	87
Cc1cc(NS(=O)(=O)c2ccc(Nc3nc(/C=C/c4ccc(O)cc4)nc4ccccc34)cc2)no1	82	94	103	103	97	104	/	101
Cc1ccc(Nc2nnc(SCC#N)s2)cc1	84	93	97	99	19	160	64	94
Nc1ccc(-c2ccc(N)cc2S(=O)(=O)O)c(S(=O)(=O)O)c1	57	105	110	110	94	113	118	99
Cc1ccc(S(=O)(=O)c2nc(-c3ccccc3)sc2S(C)(=O)=O)cc1	76	106	119	107	111	111	109	98
C=CCc1cc(/C(CC)=C(/CC)c2ccc(O)c(CC=C)c2)ccc1O	68	82	94	80	102	77	76	78
CC(=O)CC1(O)C(=O)c2cccc3cccc1c23 (centres undefined)	77	109	114	107	111	111	98	101
COc1cccc(NC(=O)Nc2ccc(Oc3ncnc4[nH]c(C)c(C)c34)cc2)c1	86	109	107	74	52	114	109	74
COC(=O)/C=C1/S/C(=N\N=C\c2ccc(OCC(F)(F)F)cc2)N(c2ccccc2)C1=O	75	100	103	76	90	105	94	71
CCOC(=O)CC1CSC(Cc2cccc(F)c2)=N1 (centres undefined)	101	113	109	108	111	103	111	98
c1ccc2cc(-c3ccnc(N4CCNCC4)n3)ccc2c1	60	83	77	81	69	98	74	82
O=S(=O)(Nc1nc2ccc(C(F)(F)F)cc2s1)c1ccccc1	78	94	96	101	109	100	108	97
CN(C)c1ccc(CN2CCCCC2)cc1	101	100	105	110	106	105	139	107
C/C=C/C(=O)OC/C=C(\C)CCC=C(C)C	98	107	101	96	108	92	119	99
COc1ccc(Oc2c(OC)cc([N+](=O)[O-])c3ncccc23)cc1	74	111	103	95	78	95	95	97
CC(C)C1C(C(=O)c2ccccc2O)=CNc2cc(-c3ccccc3)nn21 (centres undefined)	63	93	79	89	87	86	90	78
CSc1c2c([nH]c(=O)c1C#N)-c1ccccc1CC2	87	99	111	102	117	115	103	102
Cc1cc(=O)c2c(o1)C(=O)c1occc1C2=O	91	121	98	100	110	115	107	114

The list goes on:
SMILES	UO-31	786-0	SK-OV-3	ACHN	IGROV1	TK-10	RXF 393	SN12C
CCC(CC)CS(=O)(=O)Nc1ccc(C(=O)O)cc1	95	101	106	107	100	98	110	101
Cn1ccn(CCCCCCn2ccn(C)c2=S)c1=S	83	102	115	110	114	105	101	102
CCCC/C=C(\C)C(C#N)(CC)C(=O)OC (centres undefined)	98	107	107	105	113	108	105	104
CS(=O)(=O)c1ccc(-c2ccc3ncc(C#N)c(Nc4ccc(F)c(Cl)c4)c3c2)cn1	52	85	70	43	36	84	64	84
CCCN1C2CCC1/C(=C\c1ccc(F)cc1)C1=C2[C@@H](c2ccc(F)cc2)C(C#N)=C(N)O1 (some centres undefined)	73	87	96	97	91	106	96	98
Cc1ccc(C(=O)Nc2ccc(CN3CCN(C)CC3)c(C(F)(F)F)c2)cc1C#Cc1cnc(N)cc1C#N	-56*	-74*	-8.0*	-86*	-48*	15	-89*	-53*
CCSc1nc2ccccc2o1	79	106	104	99	90	102	110	89
Cc1ccc(NC(=O)c2ccccc2Cl)cc1	97	105	124	103	94	115	108	101
O=C1c2ccccc2C(=O)c2c(SC(=S)N3CCOCC3)cccc21	73	107	107	102	90	117	107	92
O=C1CCC23OC(C(O)c4ccccc4N12)C(O)C3O (centres undefined)	87	99	109	109	104	101	113	86
Fc1ccc(C2=NN[C@H](c3cn(-c4ccccc4)nc3-c3ccccc3)C2)cc1	88	78	73	46	97	107	73	91
COc1ccc(Cn2c(C(N)=O)cc3c2-c2nc(N)ncc2CCC3)cc1	83	101	104	97	101	108	102	106
COc1ccc(-n2nnc3c4nc(-c5ccc(Cl)cc5)oc(=O)c4c(C)nc32)cc1	86	100	109	99	116	106	111	103
CC1=NN(c2ccc([N+](=O)[O-])cc2)C(=O)C1[N+](=O)[O-] (centres undefined)	79	107	109	101	112	98	128	98
CN1CCc2c(sc3ncnc(N/N=C/c4ccc([N+](=O)[O-])cc4)c23)C1	71	72	69	73	85	170	87	94
Cc1ccc(N(C(=O)CCc2c[nH]c3ccccc23)[C@H](C(=O)Nc2ccc(Cl)cc2)c2cccc([N+](=O)[O-])c2)cc1	47	91	91	61	79	116	96	87
CC1SC(c2ccccc2Br)N(NC(=O)CCC(=O)c2nc3ncccc3[nH]2)C1=O (centres undefined)	65	88	83	91	75	115	94	93
COc1ccc(-c2nn(C(=O)NCCN(C)C)cc2-c2ccncc2)cc1Cl	53	35	9.3*	48	54	17	45	50
CN(C)C1C(=O)c2ccccc2C1=O	97	106	99	106	109	108	110	102
N#CC1C(=O)CC(c2ccccc2)N2c3ccccc3SC12 (centres undefined)	77	105	90	94	91	141	107	84
O=C(O)c1ccc(-c2nn(-c3ccc(C(F)(F)F)cc3)cc2CNc2ccc(C(F)(F)F)cc2)cc1	74	108	140	94	106	123	114	100
O=C1c2ccccc2C[C@]12C(c1ccccc1)=NOS2=O (some centres undefined)	86	99	92	105	93	136	102	95
CCN(CC)CC(Oc1ccccc1OC)C(=O)c1ccccc1 (centres undefined)	80	/	99	116	112	108	109	98
C(=C/CN(Cc1ccccc1)Cc1ccccc1)/CN(Cc1ccccc1)Cc1ccccc1	87	93	85	107	100	/	86	99
CCCCc1nc(Cl)c(C2CC(c3ccc4c(c3)OCO4)=NN2c2cc(Cl)cc(Cl)c2)[nH]1 (centres undefined)	81	88	97	94	92	115	88	88

The list goes on:
SMILES	UO-31	786-0	SK-OV-3	ACHN	IGROV1	TK-10	RXF 393	SN12C
O=C(C[n+]1ccccc1Br)c1ccccc1	83	94	112	110	118	107	109	110
N=C1C(c2nc(-c3ccc(Br)cc3)cs2)=C(O)CN1Cc1cccnc1	-6.4*	35	40	61	/	60	67	70
CCN1C(=O)N(CC)C2C1N=C(SCc1ccc(Cl)cc1)N2/N=C/C=C/c1ccccc1 (centres undefined)	72	97	77	85	106	102	87	84
CCN(CC)CCN1c2nc3ccccc3cc2Sc2cc3ccccc3nc21	-64*	-40*	46	25	/	82	/	27
Cc1ncc(N)c(CO)c1N	85	94	93	/	109	82	109	102
COc1cc2nc3c(=O)n(-c4ccc(C#N)cc4)cnn3c(=O)c2cc1OC	84	103	101	100	103	104	100	99
Clc1ccc2c(Nc3ccc4oc(NCCN5CCOCC5)nc4c3)ccnc2c1	90	99	100	107	105	100	132	102
O=C1/C(=C\c2ccc(Br)cc2)CN(C(=O)c2ccccc2F)C/C1=C\c1ccc(Br)cc1	-54*	-52*	27	32	-31*	55	-77*	14
O=C1NC(=O)C2(Cc3cccc4cccc2c34)N1 (centres undefined)	87	99	104	107	102	115	108	101
CC(=O)c1ccc(N=NN(C)C)cc1	96	104	102	108	106	102	111	107
N#CCC(N)=S	91	111	110	100	99	115	111	99
O=C(Nc1nc(-c2ccccc2)cs1)c1cc(-c2ccc(Cl)cc2)nc2ccccc12	58	75	45	63	54	85	68	82
O=C1OCc2ccc([N+](=O)[O-])cc21	115	105	107	100	113	111	/	102
C=C1C(=O)O[C@@H]2[C@@H]3O[C@@](C)(CC/C=C(\C)CCC[C@@H]2C)[C@H](O)C[C@@H]13	45	79	92	52	42	32	27	47
O=C(CSc1nnc(-c2cccs2)n1-c1ccccc1)Nc1cccc(Br)c1	71	104	88	84	107	106	79	97
O=C1/C(=C/c2ccc(F)cc2)CN(C(=O)CCN2CCC(=NO)CC2)C/C1=C\c1ccc(F)cc1	-100*	-45*	-1.0*	-66*	-29*	-5.7*	-81*	-35*
N#Cc1c(-c2ccc(Cl)cc2)nc(SC(=O)c2ccc(F)cc2)[nH]c1=O	83	105	98	99	107	114	116	99
Cc1cc(NCCCCNc2ccnc3cc(Cl)ccc23)nc(Nc2ccc(C(=O)N3CCCC3)cc2)n1	75	68	106	61	82	115	32	70
Clc1ccc(-c2csc(NCC3CCCO3)n2)cc1 (centres undefined)	78	97	107	93	105	104	114	95

11 entries from above, in markdown.
| canonical_smiles | UO-31 | 786-0 | SK-OV-3 | ACHN | IGROV1 | TK-10 | RXF 393 | SN12C |
| --- | --- | --- | --- | --- | --- | --- | --- | --- |
| O=C1NC(=O)C2(Cc3cccc4cccc2c34)N1 (centres undefined) | 87 | 99 | 104 | 107 | 102 | 115 | 108 | 101 |
| CC(=O)c1ccc(N=NN(C)C)cc1 | 96 | 104 | 102 | 108 | 106 | 102 | 111 | 107 |
| N#CCC(N)=S | 91 | 111 | 110 | 100 | 99 | 115 | 111 | 99 |
| O=C(Nc1nc(-c2ccccc2)cs1)c1cc(-c2ccc(Cl)cc2)nc2ccccc12 | 58 | 75 | 45 | 63 | 54 | 85 | 68 | 82 |
| O=C1OCc2ccc([N+](=O)[O-])cc21 | 115 | 105 | 107 | 100 | 113 | 111 | / | 102 |
| C=C1C(=O)O[C@@H]2[C@@H]3O[C@@](C)(CC/C=C(\C)CCC[C@@H]2C)[C@H](O)C[C@@H]13 | 45 | 79 | 92 | 52 | 42 | 32 | 27 | 47 |
| O=C(CSc1nnc(-c2cccs2)n1-c1ccccc1)Nc1cccc(Br)c1 | 71 | 104 | 88 | 84 | 107 | 106 | 79 | 97 |
| O=C1/C(=C/c2ccc(F)cc2)CN(C(=O)CCN2CCC(=NO)CC2)C/C1=C\c1ccc(F)cc1 | -100* | -45* | -1.0* | -66* | -29* | -5.7* | -81* | -35* |
| N#Cc1c(-c2ccc(Cl)cc2)nc(SC(=O)c2ccc(F)cc2)[nH]c1=O | 83 | 105 | 98 | 99 | 107 | 114 | 116 | 99 |
| Cc1cc(NCCCCNc2ccnc3cc(Cl)ccc23)nc(Nc2ccc(C(=O)N3CCCC3)cc2)n1 | 75 | 68 | 106 | 61 | 82 | 115 | 32 | 70 |
| Clc1ccc(-c2csc(NCC3CCCO3)n2)cc1 (centres undefined) | 78 | 97 | 107 | 93 | 105 | 104 | 114 | 95 |

Screening results as filed in PubChem BioAssay.
